# Pf Dd2 inh = blocks in vitro growth of P. falciparum Dd2; P. falciparum Dd2 growth, SYBR Green, 72 h; Potency, µM (doses to about 28.9 µM), without a hit: top-dose activity, negative = inhibition, actives largely listed as inhibitors; 120,000 compounds, 4.3% hits; AID 1347417; active means well fitted inhibition curve with a large enough effect; inconclusive means small, poorly fitted or top-dose-only effect; inactive means no such curve, though single readings can be large or run the other way;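 further: plate controls were DMSO vehicle for no effect and reference drug for full effect; nearly all actives have a fitted effect of over 65% in size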
#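 Readout: SYBR Green fluorescence, 485 nm excitation, 535 nm emission, after ~16 h lysis at 37C. Before that, Dd2-infected red cells (2.5% hematocrit) grew 72 h with compound, 29 uM top final concentration.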
# Active calls of the source: *; i = inactive; ? = inconclusive; [ ] = dose if it differs, or a comment. Potency means the concentration at half of the fitted maximal effect.
SMILES,Pf Dd2 inh
CCOC(=O)c1ccc(CN(Cc2ccccc2C)S(=O)(=O)c2ccc(F)c(C(=O)Nc3cccc(OC)c3)c2)cc1,?
CCOc1ccc(CCNC(=O)CSc2n[nH]c(-c3ccccc3)n2)cc1OCC,-3%
CNC(=O)c1[nH]nc2c1C(c1c(C)nc3ccc(Cl)cn13)CC(=O)N2 (stereo not drawn),-3%
Cn1c2ccc(F)cc2c2nnc(SCCN3CCCCC3)nc21,?
COc1cc(OC)cc(C(=O)Nc2ccc3nc(Nc4cccc(C(F)(F)F)c4)cc(C)c3c2)c1,?
COc1cc(OC)cc(C(=O)Nc2ccccc2-c2nc3ccccc3s2)c1,0%
CC(=O)N1CCOC2(CCN(C(=O)c3ccc(Cl)cc3)CC2)C1,22%
Cc1ccc([S+](=O)([O-])N2CCC(N3CCCNC3=O)CC2)cc1,7%
COc1ncccc1CN1CC[C@@H]2OCC(=O)N(Cc3ccccc3)[C@H]2CC1,-3%[44.1 µM]
COc1ccc(-c2nc(C)nc3c2CCN([S+](=O)([O-])c2c(C)noc2C)CC3)cc1,-13%
Cc1cccc(Cl)c1NC(=O)CN1C(=O)NC2(CCC(C(C)(C)C)CC2)C1=O (stereo not drawn),-10%
CCc1ccc2oc(C(=O)Nc3c(C)n(C)n(-c4ccccc4)c3=O)cc(=O)c2c1,23%
CCC(C)N1Cc2cc(NC(=O)Cc3cccc(OC)c3)ccc2OCC1=O (stereo not drawn),i
C=CCn1ncc(CN2CCC(c3nnc(Cn4ccnc4C)n3C)CC2)c1C,4%
COc1cccc(S(=O)(=O)N2CCCCC2c2n[nH]c(C)n2)c1 (stereo not drawn),-7%
Cc1ccc(CN2CCCn3nc(C(=O)NCC(C)c4ccccc4)cc3C2=O)cc1 (stereo not drawn),?
COCCCNC(=O)Cn1nc(N2CCN(c3ccccc3)CC2)ccc1=O,3%
Clc1ccccc1C1Cn2nnc(-c3noc(C4(c5ccccc5)CC4)n3)c2CO1 (stereo not drawn),-5%
O=C(CN1CC2CC(C1)[C@H]1CCCC(=O)N1C2)NCc1cccc(Cl)c1 (stereo partly drawn),-26%
CC1CCN(S(=O)(=O)c2ccc3ncn(CC(=O)Nc4ccccc4C(F)(F)F)c(=O)c3c2)CC1,i
COc1cccc(S(=O)(=O)N2CC(n3cc(C(=O)NCC4CC4)nn3)C2)c1,?
Cc1ccc(-n2c(SCC(N)=O)nc3c(oc4ccccc43)c2=O)cc1C,16%
O=C(NCc1nnc2cc(-c3nc(C4CC4)no3)ccn12)C1CCC1,i
COc1ccc(C(=O)N[C@@H]2CCC[C@@H]2C(=O)N2CCCCC2)cc1,6%
CN(C)C(=O)NC[C@@H]1CC[C@H]2C[C@@H]1C2(C)C,-17%[44.1 µM]

# Further results
SMILES,Pf Dd2 inh
CCCN(C(=O)c1sc2nc3n(c(=O)c2c1C)CCCC3)c1ccccc1C,?
Fc1cccc(CNc2ccc3nnc(-c4ccccn4)n3n2)c1,?
CCCNC(=O)OC[C@H]1C[C@@H]2CCN1C[C@@H]2c1cc(-c2ccc(F)cc2)nn1C,-23%[44.1 µM]
COCc1cc(CC2(NCC(C)(C)C)COC2)no1,-18%[44.1 µM]
CCOCC(O)Cn1cnc(-c2ccccc2)c1-c1cccc(OC)c1F (stereo not drawn),?
O=C(C1CCCCC1)N1CCC2(CC1)NCc1ccccc1NC2=O,9%
Cc1cccc(N2CCN(C(=O)CCNS(=O)(=O)c3ccc4c(c3)CCN4C(=O)C3CC3)CC2C)c1 (stereo not drawn),3%
O=C(Nc1ccc2nc(SCCOc3ccccc3)sc2c1)c1cccs1,3.2µM*
CC1=C(C(N)=O)C(c2ccc(C)cc2)n2nc(SCc3ccccc3)nc2N1 (stereo not drawn),2%
O=C(CSc1ncccc1C(=O)Oc1ccccc1Cl)Nc1ccc(C(F)(F)F)cc1Cl,?
CCO[C@H]1CN(C(=O)c2cc(N3CCCCC3)ccc2Cl)C[C@@H]1O,-23%
Cc1nc2nc(SCC(=O)Nc3ccccc3Cl)nn2c(C)c1Cc1ccccc1,-18%
Cc1ccccc1-c1ncc2c(n1)OCCN(c1ccccc1)C2=O,-12%[44.1 µM]
Cc1ccc(C(=O)NCC(c2cccnc2)N2CCc3ccccc3C2)cc1C (stereo not drawn),-26%
Cc1ccc(C)c(N2CCN(C(=O)CCS(=O)(=O)c3ccc4c(c3)oc(=O)n4C)CC2)c1,-5%
CC(=O)N1CC[C@H](c2nc3ccc(F)cc3[nH]2)C1,-6%[44.1 µM]
Cc1ccc(NC(=O)c2cc3c(Cl)nc4ccc(C)cc4c3s2)c(Cl)c1,-4%
CC(=O)N1CC2(CCN(Cc3cncn3C3CC3)CC2)CC1C(=O)O (stereo not drawn),-2%
COc1ccc(NC(=O)CN2CCN(CC(=O)Nc3ccccc3F)CC2)cc1OC,17%
COc1ccc(Cn2c3c(c(=O)n2Cc2ccccc2)CCN(C(=O)c2ccnn2C)C3)cc1,18%
CC1(NC(=O)C2CC2)CN(Cc2nc(-c3ccccc3)cs2)C1,i
O=C(COc1ccccc1)NCCC1CCN(C(=O)Nc2ccccc2)CC1,11µM*
COc1ccc(NC(=O)CSc2nc(-c3ccco3)cc(C(F)(F)F)n2)cc1OC,?
CCc1ccc(N2CC(c3nc4ccccc4n3Cc3ccccc3C)CC2=O)cc1 (stereo not drawn),?
CN(C)CCCOCC1(C)COc2ccc(C(=O)N3CCOCC3)cc2N1 (stereo not drawn),46%[activator][44.1 µM]

# (further entries)
SMILES,Pf Dd2 inh
COc1ccc(C2c3c(-c4ccccc4O)n[nH]c3C(=O)N2Cc2ccco2)cc1 (stereo not drawn),?
CCCc1cc(C(=O)N2CCC(n3nccc3NC(=O)c3ccccc3C)CC2)n(C)n1,-10%
CC(C)CNC(=O)C1Cn2cccc2C(=O)N1Cc1ccccc1 (stereo not drawn),i
COc1cccc([C@H]2CN(C(=O)CCn3ccc(=O)[nH]c3=O)C[C@@H]2N)c1,-8%
O=C(OCc1ccccc1)N1CCOCC12CCN(Cc1ccc(F)cc1)CC2,?
CC(=O)N1c2ccc(S(=O)(=O)NCC3CCC(C(=O)NC(C)(C)C)CC3)cc2CC1C (stereo not drawn),-6%
COc1cccc(Nc2cc(C(=O)NCc3cccnc3)c3c(c2)ncn3C)c1,-4%[44.1 µM]
Cc1ccccc1Cn1nnc2c(=O)[nH]c(C3CCCN(C(=O)c4ccc(F)cc4)C3)nc21 (stereo not drawn),-3%
Cn1c(=O)c2c(c3ccccc31)OC(=O)CC2c1ccccc1 (stereo not drawn),4%
CC(=O)N1c2ccccc2CC1C(=O)N1CCN(c2ccc(F)cc2)CC1 (stereo not drawn),i
Cc1ccc(C)c(N2CCN(C(=O)c3cc4ccc5cccnc5c4[nH]3)CC2)c1,-25%
CCc1cc(=O)n(CC(=O)Nc2ccccc2)c(-c2ccccc2)n1,-3%
Cc1ccc(CNC(=O)CCCn2c(=O)[nH]c3ccc(Br)cc3c2=O)cc1,-2%
CCOC(=O)C1CCC(CN(Cc2ccc(OC)cc2)S(=O)(=O)c2ccc(F)c(C(=O)Nc3cc(C)ccc3C)c2)CC1 (stereo not drawn),20%
CCc1ccc(OCc2cc(=O)n3c4c(sc3n2)CCCC4)cc1,18%
Cc1ccc(C)c(-c2cc3c(=O)n(CCNC(=O)c4cccc(N(C)C)c4)ccn3n2)c1,?
COc1ccc(Cn2c(CCC(=O)NCc3ccc(Cl)cc3)nc3cccnc32)cc1,-6%
Cc1cccc(NC(=O)CN(c2ccc(C(C)C)cc2)S(=O)(=O)c2c(C)nn(C)c2C)c1C,?
COCCn1cnc2ccc(-c3ccccc3Oc3ccccc3)nc2c1=O,-1%[44.1 µM]
O=C(CC1CCCN(c2cn[nH]c(=O)c2)C1)N1CCN(c2cccc(Cl)c2)CC1 (stereo not drawn),?
CC(C)NC(=O)CC[C@@H]1CNC(=O)[C@@H]2C[C@H](NCc3cccc(Cl)c3)CN12,12%[44.1 µM]
Cc1ccc(CSc2nc3ccc(NC(=O)COc4ccc(F)cc4)cc3s2)cc1,21%
CNC(=O)c1ccc2c(c1)N(Cc1ccccc1Cl)C(=O)c1ccccc1S2,i
CCOC(=O)c1ccc(N2C(=O)c3n[nH]c(-c4cccs4)c3C2c2ccc(Cl)cc2Cl)cc1 (stereo not drawn),-4%
CC(C)OC(=O)N1CCC(COc2ccc3c(cnn3CC[S+](C)(=O)[O-])c2)CC1,?

# The list goes on; it opens with the 2 that closed the last part.
SMILES,Pf Dd2 inh
CCOC(=O)c1ccc(N2C(=O)c3n[nH]c(-c4cccs4)c3C2c2ccc(Cl)cc2Cl)cc1 (stereo not drawn),-4%
CC(C)OC(=O)N1CCC(COc2ccc3c(cnn3CC[S+](C)(=O)[O-])c2)CC1,?
Cc1nccn1CC(=O)N1CCCn2cc(-c3ccccc3F)nc21,-15%
COc1cccc(C(=O)Nc2ccc3c(N4CCOCC4)ncnc3c2)c1,-17%
CCOc1ccc(NC(=O)NCc2cccn2Cc2ccccc2)cc1,-16%
CN(C)c1cccc(C(=O)N2CCN(C(=O)c3nnn4c3COC(c3ccc(Cl)cc3)C4)CC2)c1 (stereo not drawn),?
COC(=O)C1=C(C)NC(=O)NC1c1ccc(O)cc1 (stereo not drawn),-7%
CCn1cc(S(=O)(=O)c2cc(C)cc(C)c2)c(=O)c2cc(F)c(N3CCN(c4ccccc4)CC3)cc21,?
CCC(=O)N1CCCC(n2c(C)cnc2-c2cccnc2)C1 (stereo not drawn),3%
O=C(Nc1ccccc1)Nc1ccc2n(c1=O)C[C@H]1C[C@@H]2CN(C(=O)c2cccs2)C1,?
CC(=O)N1CCC2(CC1)CN(C(=O)c1ccnc(N)c1)Cc1ccccc1O2,-3%
COCCn1nnnc1C1CC2(CCOCC2)C(=O)N1Cc1ccc(OC(C)C)cc1 (stereo not drawn),-2%
CC(C(=O)NCC1CCOCC1)c1ccccc1 (stereo not drawn),15%
Cc1cc2cc(-c3c(C)noc3C)nc(-c3cccc([S+](C)(=O)[O-])c3)c2o1,-21%[44.1 µM]
COCC(=O)N[C@@H]1CN(S(=O)(=O)c2cn(C)cn2)CC[C@@H]1c1nc(C)no1,i[5.79 µM]
CCc1cc2c(cc3c(=O)n(CC(=O)NCc4cc(Br)ccc4OC)ncn32)s1,17%
COc1ccc(CCC(=O)N2CC(c3nnc(C(C)C)o3)C3(CCOCC3)C2)cc1 (stereo not drawn),-22%
O=C1CC(c2noc(C3CCC3)n2)CN1C1CCCCC1 (stereo not drawn),?
CN(Cc1cccc(C(F)(F)F)c1)C(=O)C1(c2ccc(Cl)cc2)CCOCC1,?
COCCN(Cc1ccccn1)C(=O)c1ccc2c(c1)ncn2C,9%
CN(C(=O)c1ccnc(-c2nnc3ccc(N4CCOCC4)nn23)c1)c1ccccc1,-11%[44.1 µM]
CCCNC(=O)N1CCCN(S(=O)(=O)c2ccc3c(ccn3CC)c2)CC1,i
NCc1ccc(-c2ccc(F)cc2F)cc1,?
CNc1ccc(-c2nc(-c3ccccc3C)no2)cc1[N+](=O)[O-],19%
O=C(O)C1=NOC2CN([S+](=O)([O-])C3CCCC3)CC12 (stereo not drawn),23%[44.1 µM]
COc1ccc(OC)c(NC(=O)Cn2c(-c3ccccc3)nc(C)cc2=O)c1,-8%
CCc1ccccc1NC(=O)Cn1nnc(C(=O)NCc2cccc(OC)c2)c1N,39%[activator]

# 4 entries from above, set out differently:
SMILES | Pf Dd2 inh
COCCN(Cc1ccccn1)C(=O)c1ccc2c(c1)ncn2C | 9%
CN(C(=O)c1ccnc(-c2nnc3ccc(N4CCOCC4)nn23)c1)c1ccccc1 | -11%[44.1 µM]
CCCNC(=O)N1CCCN(S(=O)(=O)c2ccc3c(ccn3CC)c2)CC1 | i
NCc1ccc(-c2ccc(F)cc2F)cc1 | ?

# A draw from above in order of formula weight, highest first:
SMILES,Pf Dd2 inh
CCn1cc(S(=O)(=O)c2cc(C)cc(C)c2)c(=O)c2cc(F)c(N3CCN(c4ccccc4)CC3)cc21,?
CCOc1ccc(NC(=O)NCc2cccn2Cc2ccccc2)cc1,-16%
COCCN(Cc1ccccn1)C(=O)c1ccc2c(c1)ncn2C,9%
O=C1CC(c2noc(C3CCC3)n2)CN1C1CCCCC1 (stereo not drawn),?
NCc1ccc(-c2ccc(F)cc2F)cc1,?

# Other compounds follow.
SMILES,Pf Dd2 inh
Cc1cccc(CS(=O)(=O)Cc2ccc(C(=O)NCc3ccc(F)cc3)o2)c1,-10%
COc1ccc2c(c1)CCc1sc(NC(=O)c3ccc(Cl)cc3)nc1-2,?
CC(C)CNc1nc(NC(C)(C)C)nc(Oc2ccc(=O)n(-c3ccccc3)n2)n1,-29%
CCCCn1nc(C2CCOCC2)nc1CCC(=O)N(C)C,-4%
Cc1cc(C)cc(C(=O)NC2CCN(c3cnn(CC4CC4)c(=O)c3)CC2)c1,?
CN(C)c1nc2c(c(=O)[nH]1)CCN(Cc1cccc(Cl)c1)CC2,22%[5.79 µM]
CCc1ccc(CNC(=O)c2ccc(-n3c(C)cc4c3CCC(C)C4)cc2)cc1 (stereo not drawn),13µM*
CCCc1noc(CN2C(=O)NC(c3ccccc3OC)C3=C2COC3=O)n1 (stereo not drawn),?
COC(=O)c1cc(C#N)c(N2CC[C@H](CO)[C@@H](O)C2)nc1C,-9%
O=C(O)c1ccccc1NC(=O)N1c2ccccc2Sc2ccccc21,?
OCCOCCn1cnc(-c2ccccc2)c1COCc1ccccc1,-1%
CN(C(=O)COc1ccc(F)cc1)C1CCc2nn(CC3CC3)c(=O)n2CC1 (stereo not drawn),19%
Cc1ccccc1-c1nc(CN2CCC(C(=O)NCc3ccc(F)cc3)CC2)c(C)o1,-8%

# Screening data deposited in PubChem by National Center for Advancing Translational Sciences (NCATS).

# These rows are one share of the data, so the mix of outcomes need not match the whole.
